TrxR1 substrate: rat thioredoxin reductase 1 substrate activity. O89049. purified TrxR1 substrate turnover, NADPH consumption readout. Potency, µM (titrated, usually from 114 µM), for the others: at the highest dose activity change, negative = substrate turnover. 0.01% of 390,000 active; also: potency is read from the fitted curve at half-maximal effect; % is scaled to controls: 0 for no effect and ±100 for the full control effect; nearly all actives have a fitted effect of over 50% in size
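Rat TrxR1, dispensed at 90 nM, was prereduced with 400 uM NADPH (final) for 5 min at ~22 deg C, then incubated with compound 15 min before 400 uM selenite. A first-read NADPH fluorescence drop versus no-compound background flagged substrates.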
LDHA inh: blocks human lactate dehydrogenase A; 0.15% of 480,000 active; purified LDHA, NADH/diaphorase-resazurin fluorescence; hits give low values; activity change, % (values are at about 110 or 230 µM); in the data active = activity change below about -30%; inconclusive = mostly about -25% to -30%;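 also: plate controls were DMSO wells for no effect and wells without enzyme for full effect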
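Human LDH5 at 2 nM final in Tris HCl pH 7.4 with 0.06 mM NADH and 0.2 mM pyruvate, reacted 5 minutes at room temperature. Remaining NADH coupled via diaphorase/resazurin; resorufin fluorescence read at 0 and 20 minutes, normalized to enzyme-free and DMSO wells.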
USP1 inh: blocks the human USP1/UAF1 deubiquitinase complex | O94782 | recombinant USP1/UAF1, Ub-Rhodamine cleavage fluorescence | Potency, µM (top dose mostly 57.1 µM), inactives show at the highest dose activity change, negative = inhibition, actives largely listed as inhibitors | 0.23% of 390,000 active; also: potency is read from the fitted curve at half-maximal effect; % is scaled to controls: 0 for no effect and ±100 for the full control effect; nearly all actives have a fitted effect of over 60% in size; inactives centre near -12
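High-throughput fluorogenic screen: 1nM USP1/UAF1 complex, Ub-Rho substrate 150nM final, 50mM HEPES pH 7.8 with 0.5mM EDTA, 0.1 mg/ml BSA, 1mM TCEP and 0.01% Tween-20.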
GRP78 ERSR act: inducers of ER stress response in human glioma cells; U87-MG GRP78 promoter luciferase reporter, 16 h; Potency, µM, for the others: top-dose activation, usual class: activators; 0.02% of 420,000 active; also: potency is read from the fitted curve at half-maximal effect; series mostly up to about 76 µM; % of control where 0% means no effect; nearly all actives have a fitted effect of over 35% in size
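ERSR induction read as luciferase luminescence (Bright-Glo, 10 min at room temperature) in stably transfected human U87-MG glioma cells exposed to compounds for 16 h, using GRP78 as sensor.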
PI4K2A inh: PI4K2A (human) kinase inhibition; Q9BTU6; purified PI4K2A, ADP-Glo luminescence, 1 h; hits give low values; activity change, negative = inhibition, % at 76.9 µM; 0.13% of 420,000 active; AID 1346378; in the data active = activity change below about -50%; inconclusive = mostly about -30% to -49%;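 also: -100% = wells without enzyme as full effect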
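Compounds are screened against recombinant PI4K2A using PI as substrate and ATP, the latter dispensed at 300 microM. Reactions run one hour at ambient temperature before ADP-Glo detection; full inhibition defined by wells lacking enzyme.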
IDH1 R132H inh: blocks human mutant IDH1 R132H enzyme. 0.093% of 390,000 active. Potency, µM (titrated, usually from 76.6 µM), for inactives: at the highest dose activity change, negative = inhibition, usual class: inhibitors. O75874. IDH1-R132H enzyme, NADPH consumption, diaphorase/resazurin fluorescence. AID 602179; also: potency is read from the fitted curve at half-maximal effect; % is scaled to controls: 0 for no effect and ±100 for the full control effect; nearly all actives have a fitted effect of over 65% in size
Target sequence (O75874 whole entry R132H, stated change not applied): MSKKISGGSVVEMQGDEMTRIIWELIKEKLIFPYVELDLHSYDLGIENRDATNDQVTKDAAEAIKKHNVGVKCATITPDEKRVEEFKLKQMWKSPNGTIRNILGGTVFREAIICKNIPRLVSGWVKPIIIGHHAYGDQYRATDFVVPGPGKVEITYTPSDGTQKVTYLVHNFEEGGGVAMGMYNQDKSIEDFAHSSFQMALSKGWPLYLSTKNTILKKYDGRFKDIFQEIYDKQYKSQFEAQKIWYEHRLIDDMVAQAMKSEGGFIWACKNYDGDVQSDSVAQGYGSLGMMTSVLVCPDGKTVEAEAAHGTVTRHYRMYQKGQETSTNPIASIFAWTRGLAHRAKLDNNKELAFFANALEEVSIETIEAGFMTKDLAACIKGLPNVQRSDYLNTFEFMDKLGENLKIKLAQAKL
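IDH1-R132H (0.5 ug/mL) preincubated 30 min with compound, then NADPH (0.016 mM) and alpha-KG (2 mM) added; 80 min at RT, pH 7.5. Remaining NADPH coupled via diaphorase/resazurin to fluorescence (540/590 nm); concentration-response curves normalized to no-enzyme control.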
Vif-A3G inh: blocks the Vif interaction with human APOBEC3G; 0.076% of 410,000 active; Q9HC16; HeLa A3G-eYFP + Vif (tagged APOBEC3G with the HIV-1 protein that degrades it), YFP fluorescence, overnight; Potency, µM (highest dose often 46.1 µM), inactives show at the highest dose activity, negative = active, usual class: inhibitors;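 also: potency is read from the fitted curve at half-maximal effect; % is scaled to controls: 0 for no effect and ±100 for the full control effect; nearly all actives have a fitted effect of over 60% in size; hits raise eYFP signal because A3G escapes Vif-driven loss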
Target sequence (Q9HC16 whole entry, looked up): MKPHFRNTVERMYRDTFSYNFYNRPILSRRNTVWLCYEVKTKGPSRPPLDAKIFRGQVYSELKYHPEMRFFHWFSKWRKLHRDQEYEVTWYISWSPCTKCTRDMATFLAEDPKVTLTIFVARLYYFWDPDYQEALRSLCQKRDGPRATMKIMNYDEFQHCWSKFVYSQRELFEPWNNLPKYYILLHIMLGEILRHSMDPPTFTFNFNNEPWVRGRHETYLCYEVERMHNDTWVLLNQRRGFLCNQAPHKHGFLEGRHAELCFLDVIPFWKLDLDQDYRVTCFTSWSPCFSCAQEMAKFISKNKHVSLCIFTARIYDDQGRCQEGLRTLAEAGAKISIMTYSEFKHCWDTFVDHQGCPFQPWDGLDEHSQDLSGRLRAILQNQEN
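Read-out is eYFP fluorescence (Ex 488/Em 500-530) from Vif-expressing HeLa A3G-eYFP cells; more signal means A3G escaped Vif-mediated degradation. Cells plated overnight, compound pinned in, incubated overnight at 37 deg C.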
RXFP1 agonist: activates the human relaxin receptor RXFP1 | Potency, µM (titrated, usually from 57.5 µM), inactives show at the top dose activation, hits mostly activators | AID 2676 | Q9HBX9 | HEK293T-RXFP1 cAMP TR-FRET, 30 min; response scale: percent of porcine relaxin response, buffer zero | 0.3% of 370,000 active; also: potency is read from the fitted curve at half-maximal effect; % is scaled to controls: 0 for no effect and ±100 for the full control effect; nearly all actives have a fitted effect of over 60% in size; many of its hits are not listed in these tables
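HEK293 cells stably expressing RXFP1, treated 30 min at 37C with compounds plus PDE4 inhibitor Ro 20174; cAMP measured by HTRF TR-FRET. Normalized to buffer and 29 nM porcine relaxin; EC50 by Hill fit.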
Vif-APOBEC3F blk: inhibitors of Vif-A3F interaction. HeLa A3F-eYFP + Vif (tagged APOBEC3F with the HIV-1 protein that degrades it), YFP fluorescence increase. Potency, µM (titrated, usually from 46.1 µM), inactives show at the highest dose activity, negative = active. 0.2% of 390,000 active. AID 602313; also: potency is read from the fitted curve at half-maximal effect; % of control where 0% means no effect; nearly all actives have a fitted effect of over 65% in size
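Fluorescence increase (Ex 488/Em 500-530) after overnight compound treatment at 37 deg C flags inhibition of Vif-driven A3F-eYFP loss in stable HeLa A3F-eYFP/Vif cells seeded overnight beforehand.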
Numbers without * were called inactive; ? = inconclusive; / = not tested or not shown; [ ] = remark or other dose. Unless noted, calls follow the shape of the dose curve; as a rule, active = well fitted curve in the direction sought with a large enough effect; inconclusive = small, poorly fitted or top-dose-only effect, or another doubt; inactive = no such curve, though single readings can be large; an effect the other way counts as inactive or inconclusive.

SMILES	TrxR1 substrate	LDHA inh	USP1 inh	GRP78 ERSR act	PI4K2A inh	IDH1 R132H inh	Vif-A3G inh	RXFP1 agonist	Vif-APOBEC3F blk
C=CCOc1ccc(CN(C)CC(O)COc2cccc3ccccc23)cc1 (centres undefined)	-4%	-6	-7%	-6%	2	5%	-13%	-0.4%	-34%
CCC(C(=O)NCc1ccc(C)o1)n1nc(C)c2c(C)n(-c3ccccc3)nc2c1=O (centres undefined)	-6%	-10	-3%	6%	0	0%	2%	0.8%	1%
O=C(CS(=O)CC(=O)N(c1cccc(F)c1)C(C(=O)NC1CCCCC1)c1ccco1)Nc1ccc(F)cc1 (centres undefined)	-6%	-3	-3%	-3%	-5	-10%	2%	1.4%	-1%
COc1ccc(C(CNC(=O)C2CC2)N(C)C)cc1 (centres undefined)	-6%	-3	-8%	1%	4	10%	2%	2.4%	1%
CCOc1ccc2nc(C)cc(C(=O)O)c2c1	224%[activator]	-11	3%	-3%	-11	0%	2%	2.5%	-1%
Oc1ccccc1/C=N/N1CCCCC1	6%[11.4 µM]	0	-18%	8%	-11	7%	0%	-0.4%	7%
Cc1cc(C)cc(C(=O)NCC(=O)OCC(=O)Nc2cccnc2Cl)c1	-3%[57.1 µM]	-10	?	-4%	2	17%	2%	-1.2%	?
CN(c1ccccc1)S(=O)(=O)c1ccc(Cl)c(C(=O)NCC(c2ccco2)N2CCCC2)c1 (centres undefined)	2%	-6	-23%	-2%	-2	0%	3%	-0.2%	8%
CCOC(=O)CN1N=C(c2ccc(Cl)cc2)CCC1=O	-2%[57.1 µM]	-4	-4%	-3%	-11	1%	0%	-0.6%	4%
C=C1CCN([C@H](C(=O)O)C(C)C)S(=O)(=O)c2ccccc21	5%[57.1 µM]	-4	-6%	2%	-2	-6%	0%	/	1%
COc1ccccc1C(CNC(=O)C1CC(=O)N(Cc2ccccc2)C1)N1CCCC1 (centres undefined)	0%	-2	-8%	-2%	-8	3%	2%	0.6%	9%
CC(Oc1ccc2cc(-c3ccccc3)c(=O)oc2c1)C(=O)NCC1CCC(C(=O)O)CC1 (centres undefined)	899%[activator]	-12	-10%	2%	1	0%	-4%	25%	-2%
COC(=O)c1[nH]c2cccc(OC)c2c1NC(=O)CCN1CCN(c2ccccc2OC)CC1	24%	-3	-8%	-2%	0	0%	-6%	2.6%	-6%
OCCC1CN(Cc2cc3c(cc2Cl)OCO3)CCN1Cc1ccccc1 (centres undefined)	-4%	2	-29%	-5%	2	-1%	-8%	-2.0%	8%
Nn1c(Cc2ccccc2F)n[nH]c1=S	9%	12	-26%	-4%	-2	8%	-1%	-2.2%	-4%
CCC[C@H]1CCCC/C=C\CCCC(=O)OCCN1C(=O)OC(C)(C)C	-7%	1	-2%	-6%	1	1%	-6%	-1.0%	-5%
CC(C)c1nnc(NC(=O)C2CCCN2C(=O)Nc2cccc(Cl)c2)s1 (centres undefined)	8%	-3	-11%	-2%	0	1%	0%	-2.5%	15%
COc1ccc(C(=O)/C=C/Nc2ccccn2)cc1	5%	1	0%	-13%	?	5%	-8%	0.3%	3%
CCOC(=O)c1csc(NC(=O)C(C)(C)C)n1	2%	0	-26%	-2%	-2	9%	-3%	-0.5%	5%
CCc1nn(C(C)C(=O)N2CCN(Cc3ccccc3)CC2)c(=O)c2cc3occc3n12 (centres undefined)	-9%	-1	-8%	2%	7	8%	1%	-0.2%	2%
COC(=O)[C@H](Cc1ccccc1)NC(=O)N1CCCCCC1	-4%	-3	-19%	4%	3	0%	2%	0.2%	-2%
COc1ccc(-n2ncc3c(NC(C)(C)CO)ncnc32)cc1	-2%[57.1 µM]	-3	-9%	-9%	-5	-9%	2%	2.0%	-10%
O=C(Nc1nc2ccccc2[nH]1)c1cc(F)cc(F)c1	9%	-4	-21%	1%	3	-1%	6%	-1.1%	-8%
O=c1cc(-c2ccc3c(c2)OCCO3)oc2ccc(Cl)cc12	-9%	-4	-7%	2%	0	7%	1%	7.5%	-8%
COc1ccc(-c2noc(CNC(=O)c3ccc(OC)cc3OC)n2)cc1	-2%	2	-14%	-3%	-2	14%	7%	1.8%	-17%

The list goes on; it opens with the two that closed the last part.
SMILES	TrxR1 substrate	LDHA inh	USP1 inh	GRP78 ERSR act	PI4K2A inh	IDH1 R132H inh	Vif-A3G inh	RXFP1 agonist	Vif-APOBEC3F blk
O=c1cc(-c2ccc3c(c2)OCCO3)oc2ccc(Cl)cc12	-9%	-4	-7%	2%	0	7%	1%	7.5%	-8%
COc1ccc(-c2noc(CNC(=O)c3ccc(OC)cc3OC)n2)cc1	-2%	2	-14%	-3%	-2	14%	7%	1.8%	-17%
Nc1c(C(=O)NCc2ccc(F)cc2)c2nc3ccccc3nc2n1CCCN1CCOCC1	48%[activator]	1	?	-16%	0	6%	-20%	3.6%	-2%
CCOC(=O)C1CCCN(C(=O)Cn2nc(CC)n3c(cc4sccc43)c2=O)C1 (centres undefined)	-2%[57.1 µM]	0	?	0%	1	-2%	-1%	-1.0%	6%
CC(C)CN(C(=O)CSc1nc2ccccc2o1)c1c(N)n(Cc2ccccc2)c(=O)[nH]c1=O	7%	1	-12%	-2%	-3	-3%	?	-0.4%	-6%
CC(C)(C)c1nc2ccccc2c2nnc(SCC(=O)Nc3nccs3)n12	13%	-16	-2%	-3%	-1	-2%	?	-0.6%	-2%
CN(C)c1ccnc2sc3c(SCc4ccc(Cl)cc4)ncnc3c12	-2%	2	-13%	0%	2	6%	-5%	0.4%	-11%
Cc1cc(S(=O)(=O)Nc2c(C)nn(C)c2C)c(Cl)cc1Cl	-3%[57.1 µM]	5	0%	-13%	0	-2%	-1%	0.0%	-25%
CCC(CC)CN1CCN=C1N(C)C	0%	0	-11%	-6%	-6	3%	1%	1.5%	0%
Cc1cc(C)c(NC(=O)C(C)Sc2nc3ccc(N4C(=O)c5ccccc5C4=O)cc3s2)c(C)c1 (centres undefined)	-2%	-4	-5%	-1%	-8	0%	2%	-0.5%	-7%
Cc1cc(Cl)ccc1OC(C)C(=O)Nc1cccc(S(=O)(=O)N2CCOCC2)c1 (centres undefined)	/	-3	-15%	-2%	-3	-12%	1%	/	-11%
Cc1cc(C)n(C(=O)/C(C#N)=N\Nc2ccccc2[N+](=O)[O-])n1	-19%[57.1 µM]	0	-24%	-5%	-1	4%	0%	-1.2%	5%
CC(=O)NCCNc1nc(NCC2CC2)nc2cc(-c3ccccc3)sc12	/	-6	/	-1%	1	/	-13%	/	/
Cc1ccc(NC(=O)CN(C)C(=O)C2CSC3(C)CCC(=O)N23)cc1 (centres undefined)	/	-10	1%	2%	-3	8%	0%	/	0%
Cc1ccc(-c2ccc(CCC(=O)O)n2C(C)C)cc1	21%	-2	-10%	-4%	0	1%	0%	0.2%	0%
Cc1cc(/C=N/O)c(C)n1-c1cccc(Cl)c1	-8%	2	-3%	-7%	-7	1%	-5%	0.0%	-11%
CCOCCCNC(=O)CN1C(=O)c2cccc3cccc1c23	0%	0	2%	0%	-8	7%	1%	0.4%	-4%
CC1(C(=O)NCc2ccccc2Br)CCN1C(=O)CCc1ccc(Cl)cc1Cl (centres undefined)	/	2	/	-1%	-3	/	3%	/	/
CCC(C)/C(C)=N/NC(=O)c1ccc(CSc2nc3ccccc3s2)cc1 (centres undefined)	-3%	-9	-9%	4%	3	-4%	4%	3.0%	3%
O=C(Cn1c(=O)n2nc(-c3cccc(F)c3)nc2c2ccccc21)NCc1ccc(Cl)cc1	2%[57.1 µM]	-2	9%	-4%	2	-6%	1%	3.6%	-8%
O=C(COc1ccccc1/C=C1\SC(=O)NC1=O)Nc1ccccc1	-17%	-13	-11%	0%	-4	5%	1%	0.5%	-5%
Cc1cc2c(cc1C)NC(CC(=O)Nc1ccccc1)C(=O)N2 (centres undefined)	13%	-6	-25%	2%	1	-6%	0%	-0.2%	3%
Cn1c(=O)n(C)c2cc3[nH]cnc3cc21	8%[57.1 µM]	-3	-18%	0%	5	7%	-1%	0.4%	-5%
O=C(CSCC(=O)NC1CCCC1)Nc1ccccc1	-4%	-10	-8%	-1%	-2	0%	5%	-0.1%	3%
COc1ccccc1CNS(=O)(=O)c1c(C)[nH]c(=O)[nH]c1=O	10%	-5	-6%	1%	0	6%	-4%	0.7%	-1%
CCOC(=O)c1c(C)[nH]c(C)c1S(=O)(=O)N(C)CC(=O)Nc1ccc(C)c(F)c1	-2%[57.1 µM]	1	-26%	-1%	3	3%	2%	-0.1%	1%
C/C(=C\c1ccccc1)C(=O)Nc1nc2ccc([N+](=O)[O-])cc2s1	-8%	-10	-14%	5%	-7	2%	-1%	0.6%	2%
Cc1ccc(N=Nc2c(C)[nH]n(-c3ccccc3)c2=O)cc1Br	-6%	-1	1%	-1%	-8	2%	-1%	0.8%	3%
CSc1nnc(CSCc2ccc(Cl)cc2Cl)n1-c1ccccc1	-1%	-4	-24%	-1%	0	-1%	2%	1.1%	-1%
CN(Cc1cnn(C)c1)C(=O)C1CCCCC1C(=O)O (centres undefined)	7%	0	-12%	-2%	0	-1%	0%	0.9%	-2%
CCOc1ccc(S(=O)(=O)N(C)c2ccc(OCC(=O)NCc3ccco3)cc2)cc1	4%	4	-20%	1%	-1	10%	-3%	0.0%	-9%

Screening results (PubChem BioAssay)

Some of the compounds tested. The share of hits here may be higher or lower than overall.
